High-throughput results deposited in PubChem by National Center for Advancing Translational Sciences (NCATS).
Peg3 imprint: qHTS Assay for Compounds that Induce Erasure of Genomic Imprints | mouse ES Peg3-LacZ reporter, beta-gal luminescence, 40 h | Potency, µM (doses to about 60.7 µM), inactives show at the highest dose activity change, positive = activation, hits mostly activators | 0.02% of 110,000 active | AID 1948, 2009;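 note: 0% = negative control wells on the plate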
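Readout: BetaGlo luminescence (5 min, room temp) for LacZ from the normally silent maternal Peg3 allele in female Peg3LacZ-Neo ES cells. Cells 300/well, 40 h, 37C, 5% CO2. Data normalized per plate to negative controls.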
p53ts 39C kill: qHTS Screen for Compounds that Selectively Target Cancer Cells with p53 Mutations: Cytotoxicity of p53ts Cells at the Nonpermissive Temperature; 1.5% of 130,000 active; Potency, µM (titrated, usually from 46.1 µM), without a hit: at the highest dose activity change, negative = cell killing, usual class: cytotoxic; AID 902, 2007; H1299-p53A138V viability at 39C, ATP luminescence, 24 h; note: nearly all actives have a fitted effect of over 55% in size
p53ts 32C tox: qHTS Screen for Compounds that Selectively Target Cancer Cells with p53 Mutations: Cytotoxicity of p53ts Cells at the Permissive Temperature | 0.93% of 130,000 active | Potency, µM (titrated, usually from 46.1 µM), inactives show at the top dose activity change, negative = cytotoxicity, usual class: cytotoxic | H1299-p53A138V at 32C, ATP luminescence viability, 24 h | AID 924, 2007;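 note: 0% = DMSO and -100% = full killing by reference compound; nearly all actives have a fitted effect of over 55% in size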
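H1299-p53 A138V cells (temperature-sensitive p53) exposed 24 h to up to 46 uM compound at 32C, where p53 is wild-type in conformation. Viability read as ATP luminescence and normalised to DMSO and 100 uM tamoxifen. AC50 fitted with the Hill equation.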
IkB sig inh: IkB Signaling; Potency, µM (top dose mostly 57.1 µM), for inactives: at the highest dose IkBa stabilization activation; ABC-DLBCL IkBa-CBG/CBR dual luciferase ratio, 4 h; response scale: scaled: untreated 0%, proteasome inhibitor 100%; 0.04% of 110,000 active; active = well fitted curve in the direction sought with a large enough effect in the signal ratio, not every such curve was filed as active; inconclusive = small, poorly fitted or top-dose-only effect, or a change in a side signal; the % refers to the signal ratio;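 note: the direction sought is a rising ratio; 0% = basal untreated cells and 100% = reference inhibitor full response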
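Luminescence ratio of IκBα-fused green versus native red beetle luciferase in OCI-Ly3 cells, 4 h post-doxycycline with compound; red signal alone, scaled from basal (0%) to zero light (-100%), flagged nonspecific or cytotoxic effects.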
* = called active by the depositor; [ ] = another dose, or the depositor's remark. Unless noted, calls come from the whole dose curve; as a rule, active = well fitted curve in the direction sought with a large enough effect; inconclusive = small, poorly fitted or top-dose-only effect, or another doubt; inactive = no such curve, though single readings can be large; an effect the other way counts as inactive or inconclusive. Unless noted, % is set by controls: 0 for no effect and ±100 for the full control effect; potency is the fitted concentration of half-maximal effect.

`O=S(=O)(c1ccccc1Cl)N1CCC(O)(c2ccc3c(c2)OCO3)CC1` gave Peg3 imprint -9%, p53ts 39C kill 4%, p53ts 32C tox -10% and IkB sig inh 6.3%.
Screening Cc1nnc(SCCN2CCOCC2)n1C returned Peg3 imprint 6%, p53ts 39C kill -3%, p53ts 32C tox 2% and IkB sig inh -1.0%.
Cc1oc2ccc(O)c(CN3CCN(C)CC3)c2c1C(=O)Nc1ccccc1 was read as Peg3 imprint 11%[10.9 µM], p53ts 39C kill 34%[activator], p53ts 32C tox 9% and IkB sig inh inconclusive.
`COC(=O)c1ccc(NC(=S)Nc2ccccn2)cc1` gave p53ts 39C kill 15% and p53ts 32C tox 8%.
For Cc1ccc(-c2nnc(Nc3cccc(O)c3)c3ccccc23)cc1S(=O)(=O)N1CCCCC1 the results were Peg3 imprint -17%[10.9 µM], p53ts 39C kill 13%, p53ts 32C tox 14% and IkB sig inh inconclusive.
For CCn1nnc2cc(C(=O)Nc3cccc(C)c3C)ccc21 the results were Peg3 imprint -15%[10.9 µM], p53ts 39C kill -10%, p53ts 32C tox 2% and IkB sig inh -2.8%.
Screening Cc1ccc(NC(=O)COc2ccc(/C(N)=N/O)cc2)cc1C returned Peg3 imprint -10%, p53ts 39C kill -7%, p53ts 32C tox 12% and IkB sig inh -1.0%.
`CCC1CN(S(=O)(=O)c2cc(-c3cc(C)no3)ccc2OC)c2cc(C)ccc2O1` (stereo not drawn) gave Peg3 imprint -5%[10.9 µM], p53ts 39C kill -17%, p53ts 32C tox 9% and IkB sig inh 0.3%.
Screening COc1ccc(NC(=O)CNC(=O)Cn2ccc3ccccc3c2=O)cc1OC returned Peg3 imprint -6%[10.9 µM], p53ts 39C kill -12%, p53ts 32C tox 0% and IkB sig inh 2.2%.
COCCn1c(=O)c(-c2cn(C)c3ccccc23)nc2cnc(Oc3ccccc3)nc21 was read as p53ts 39C kill -2%, p53ts 32C tox 1% and IkB sig inh 1.0%[11.4 µM].

Reprinted at random: 3 records from the list, in no set order.
COCCn1c(=O)c(-c2cn(C)c3ccccc23)nc2cnc(Oc3ccccc3)nc21 was read as p53ts 39C kill -2%, p53ts 32C tox 1% and IkB sig inh 1.0%[11.4 µM].
Screening COc1ccc(NC(=O)CNC(=O)Cn2ccc3ccccc3c2=O)cc1OC returned Peg3 imprint -6%[10.9 µM], p53ts 39C kill -12%, p53ts 32C tox 0% and IkB sig inh 2.2%.
`O=S(=O)(c1ccccc1Cl)N1CCC(O)(c2ccc3c(c2)OCO3)CC1` gave Peg3 imprint -9%, p53ts 39C kill 4%, p53ts 32C tox -10% and IkB sig inh 6.3%.

(listing goes on)
Screening CCOc1cc(OCC)c(C(C)=O)cc1OCC returned Peg3 imprint -4%, p53ts 39C kill 1%, p53ts 32C tox 3%[1.84 µM] and IkB sig inh -3.6%.
`O=C(O)C(Cc1ccccc1)Cc1ccccc1` gave Peg3 imprint -11%[10.9 µM], p53ts 39C kill 1%[9.22 µM], p53ts 32C tox -6%[9.22 µM] and IkB sig inh -1.0%[11.4 µM].
Cn1ncc(Br)c1C(=O)Nc1c(F)c(F)cc(F)c1F was read as p53ts 39C kill -5% and p53ts 32C tox 2%.
`COC(=O)c1ccccc1NC(=O)CSc1nc(NC(=O)c2ccccc2)c2c(C)c(C)oc2n1` gave Peg3 imprint -2%, p53ts 39C kill 15%, p53ts 32C tox 10% and IkB sig inh 0.1%.
Cc1cc(NC(=O)CCC(=O)N(CC2CCCO2)C(C(=O)NC2CCCC2)c2ccccc2C)no1 (stereo not drawn) was read as Peg3 imprint -3%, p53ts 39C kill 29%, p53ts 32C tox 30% and IkB sig inh -0.2%.
`COc1ccccc1N1CCN(CCCCN2C(=O)CCC2=O)CC1` gave Peg3 imprint 2%, p53ts 39C kill 7%, p53ts 32C tox -2% and IkB sig inh 0.6%.
Screening CCC(c1nnnn1Cc1ccccc1)N(Cc1cc2cc(OC)ccc2[nH]c1=O)CC1CCCO1 (stereo not drawn) returned Peg3 imprint -6%, p53ts 39C kill -19%, p53ts 32C tox 0% and IkB sig inh 2.6%.
`CCOC(=O)C(CC)Sc1nnc(COc2ccc(C)cc2)n1-c1ccccc1` (stereo not drawn) gave p53ts 39C kill 6% and p53ts 32C tox 9%.
Screening COC(=O)c1cccc(NS(=O)(=O)c2ccc(OC)cc2)c1C returned p53ts 39C kill 25% and p53ts 32C tox 18%.
CCOc1ccc(CNC(=O)CN2C(=O)CCn3nc(-c4cn(C)c5ccccc45)cc32)cc1OC was read as Peg3 imprint -12%[10.9 µM], p53ts 39C kill -10%, p53ts 32C tox 4% and IkB sig inh -0.7%.
For COc1cccc(CNC(=O)c2cc3c(=O)n(Cc4cccnc4)ccc3nc2C)c1 the results were Peg3 imprint -13%[10.9 µM], p53ts 39C kill 16%, p53ts 32C tox -7% and IkB sig inh -3.1%.
Screening O=C(NC1CCCCC1)C(c1ccccc1F)N(Cc1ccco1)C(=O)Cn1nnc2ccccc21 (stereo not drawn) returned Peg3 imprint -17%, p53ts 39C kill -19%, p53ts 32C tox 23% and IkB sig inh 2.9%.
Screening COc1cccc(C(C(=O)NC(C)(C)C)N(C(=O)CCC(=O)Nc2cc(C)on2)C(C)(C)C)c1OC (stereo not drawn) returned p53ts 39C kill 9% and p53ts 32C tox -5%.
For Cc1c(C(=O)N(Cc2ccc(N(C)C)cc2)CC2CCCO2)oc2ccccc12 (stereo not drawn) the results were Peg3 imprint -5%[10.9 µM], p53ts 39C kill 21%, p53ts 32C tox 11% and IkB sig inh inconclusive.
Cc1noc2ncnc(N3CCCC(C(=O)Nc4cc(F)ccc4F)C3)c12 (stereo not drawn) was read as Peg3 imprint -8%[10.9 µM], p53ts 39C kill inconclusive, p53ts 32C tox -1% and IkB sig inh inconclusive.
For COc1cccc(C(=O)NC(c2ccc(Cl)cc2)c2cc(Cl)c3cccnc3c2O)c1 (stereo not drawn) the results were Peg3 imprint -12%[10.9 µM], p53ts 39C kill inconclusive, p53ts 32C tox 18% and IkB sig inh 33%.
Screening Cc1cc(C)nc(N2CCC(C(=O)NC3CCCCCC3)CC2)n1 returned Peg3 imprint -2%, p53ts 39C kill -2%, p53ts 32C tox 3% and IkB sig inh 0.4%.
`O=C(/C(=N/O)c1ccccc1)c1ccccc1` gave Peg3 imprint -26%, p53ts 39C kill -2%, p53ts 32C tox 2% and IkB sig inh 2.4%.
CSc1ccc(S(=O)(=O)N2CCCC2)cc1 was read as Peg3 imprint -7%, p53ts 39C kill -3%, p53ts 32C tox 5% and IkB sig inh -0.5%.
Screening COc1ccc(CCNc2ncnc3c2cnn3-c2ccc(F)cc2)cc1 returned Peg3 imprint 11%[10.9 µM], p53ts 39C kill -24%, p53ts 32C tox -4% and IkB sig inh -1.8%.
CCOc1sc2nc(C)n(CC(=O)Nc3cccc(C)c3)c(=O)c2c1C was read as Peg3 imprint 3%[10.9 µM], p53ts 39C kill 17%, p53ts 32C tox -4% and IkB sig inh 3.1%.
Screening Cc1cc2ncn(-c3nnnn3-c3ccccc3)c2cc1C returned Peg3 imprint -10%, p53ts 39C kill -6%, p53ts 32C tox -2% and IkB sig inh 2.0%.
For Cc1sc2nc(SCC(=O)N3CCOCC3)[nH]c(=O)c2c1C the results were Peg3 imprint 5%, p53ts 39C kill -3%, p53ts 32C tox -6% and IkB sig inh -1.2%.
For COc1cc(/C=C(\C#N)c2nc3ccc(C)cc3[nH]2)ccc1OCc1ccc(C)cc1 the results were Peg3 imprint -24%[10.9 µM], p53ts 39C kill 4µM*, p53ts 32C tox 16µM* and IkB sig inh inconclusive.
`C=CCn1c(SCC(=O)Nc2cccc(OC)c2)nnc1-c1cccnc1` gave Peg3 imprint -12%, p53ts 39C kill 4%, p53ts 32C tox 5% and IkB sig inh inconclusive.
CCCSc1nc2c(=O)[nH][nH]c(=O)c2n1Cc1ccccc1 was read as p53ts 39C kill 3% and p53ts 32C tox -11%.
For Cn1nc(C(=O)Nc2c(-c3ccccc3)nc3sccn23)c2ccccc2c1=O the results were Peg3 imprint -1%, p53ts 39C kill -5%, p53ts 32C tox -5% and IkB sig inh 1.7%.
Screening Cn1nnc(NC(=O)c2cccc(OCc3ccccc3)c2)n1 returned Peg3 imprint -51%[inhibitor], p53ts 39C kill 9%, p53ts 32C tox 1% and IkB sig inh 1.1%.
Screening O=C(CCn1c(=S)[nH]c2cc3c(cc2c1=O)OCO3)N1CCN(c2ccccn2)CC1 returned Peg3 imprint 12%, p53ts 39C kill 14%, p53ts 32C tox 7% and IkB sig inh 0.6%.
Screening O=C(CSc1ncn[nH]1)c1ccccc1 returned Peg3 imprint -27%, p53ts 39C kill 10%, p53ts 32C tox -4% and IkB sig inh -0.6%.

A run of entries from the list above, as a working copy:
CCOc1sc2nc(C)n(CC(=O)Nc3cccc(C)c3)c(=O)c2c1C was read as Peg3 imprint 3%[10.9 µM], p53ts 39C kill 17%, p53ts 32C tox -4% and IkB sig inh 3.1%.
Screening Cc1cc2ncn(-c3nnnn3-c3ccccc3)c2cc1C returned Peg3 imprint -10%, p53ts 39C kill -6%, p53ts 32C tox -2% and IkB sig inh 2.0%.

The list continues.
Screening O=C1C2CC=CCC2C(=O)N1c1nc2n(n1)C(c1ccccc1)CC(c1ccccc1)N2 (stereo not drawn) returned Peg3 imprint -6%, p53ts 39C kill 3%, p53ts 32C tox 1% and IkB sig inh 1.4%.
`COc1ccccc1N1CCN(C(=O)C2CCN(S(=O)(=O)c3ccc(Cl)cc3)CC2)CC1` gave p53ts 39C kill 11% and p53ts 32C tox 18%.
`COc1ccc(NC(=O)c2sc3nc[nH]c(=O)c3c2C)cc1Cl` gave Peg3 imprint 11%[10.9 µM], p53ts 39C kill -11%, p53ts 32C tox -12% and IkB sig inh -3.6%.
Cc1cc(=O)oc2cc(OCC(=O)OCc3nnc(-c4ccccc4)o3)ccc12 was read as Peg3 imprint -15%, p53ts 39C kill 7%, p53ts 32C tox -1% and IkB sig inh 4.9%.
For COC(=O)[C@@]1(Cc2ccc(OC)cc2)[C@H]2c3cc(C(=O)N4CCCC4)n(Cc4ccc(C(F)(F)F)nc4)c3C[C@H]2CN1C(=O)c1ccccc1 the results were Peg3 imprint -15%, p53ts 39C kill -6% and p53ts 32C tox 10%.
`Cc1cc(N2CCN(C3CCCCC3)CC2)n2nc(C)nc2n1` gave Peg3 imprint -14%, p53ts 39C kill 9%, p53ts 32C tox -8% and IkB sig inh -0.4%.
For Cc1cc(S(=O)(=O)n2cnc3ccccc32)c(C)cc1Cl the results were Peg3 imprint -7%, p53ts 39C kill 7%, p53ts 32C tox 10% and IkB sig inh 0.7%.
`CCC1CCc2nc3sc(C(=O)Nc4ccc(C)cc4)c(N)c3cc2C1` (stereo not drawn) gave Peg3 imprint -13%[10.9 µM], p53ts 39C kill 16%, p53ts 32C tox -3% and IkB sig inh 1.6%.
O=C(/C=C/c1ccccc1)N1CCCC1CO (stereo not drawn) was read as p53ts 39C kill -4%[9.22 µM] and p53ts 32C tox -6%[9.22 µM].
`C/C(=N/NC(=O)c1cccc(C)c1)c1c(O)cc(C)oc1=O` gave p53ts 39C kill 10% and p53ts 32C tox -13%.
`O=C(CN1CCC(n2nnc3cc(F)ccc32)CC1)NC1CC1` gave p53ts 39C kill -1%, p53ts 32C tox -10% and IkB sig inh 0.3%.
CCCc1nc(NCc2ccncc2)c2nnn(Cc3ccccc3F)c2n1 was read as Peg3 imprint -8%, p53ts 39C kill -21%, p53ts 32C tox inconclusive and IkB sig inh -2.1%.
COc1ccccc1N1CCN(C(=O)CN2C(=O)COc3ccc(S(=O)(=O)N4CCCC4)cc32)CC1 was read as Peg3 imprint 9%[10.9 µM], p53ts 39C kill 16%, p53ts 32C tox 11% and IkB sig inh 2.6%.
